TRPC6 inhibitor = mouse TRPC6 channel inhibition; Q61143; HEK293-TRPC6, membrane potential dye, ACh-evoked depolarization; active compounds read low; B-score at 10 µM; actives 1.1% (n = 310,000); AID 2553;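 active = B-score under library mean minus 3 SD, initial fluorescence not abnormally high, positive integrated signal ratio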;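 also: B-score derived from integrated fluorescence ratio over the kinetic read; more negative B-score means stronger inhibition of depolarization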
TRPC6 act = activates the mouse TRPC6 cation channel. Q61143. HEK293-TRPC6 membrane potential dye fluorescence; active compounds read high. B-score at 10 µM. actives 0.13% (n = 310,000);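 active = B-score of the integrated fluorescence ratio above library mean plus 3 SD, and starting fluorescence ratio within library mean plus 5 SD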;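 also: higher score means more depolarization so channel activation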
ANO1 block = inhibitors of mouse TMEM16A calcium-activated chloride channel; Q8BHY3; HEK293 TMEM16A/YFP iodide influx fluorescence, ionomycin; normalized B-score (activity score, 25-100; higher = stronger inhibition) at 10 µM; actives 1.2% (n = 310,000); AID 588511;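 active = ratio plate-corrected score three or more library SD toward inhibition, starting fluorescence score within five deviations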;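 also: score derived from kinetic fluorescence span divided by baseline fluorescence per well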
TRPC4 act = activators of mouse TRPC4 channel | Q9QUQ5 | HEK293 TRPC4beta/mu-opioid, Fluo4 calcium fluorescence; active compounds read high | B-score at 10 µM | actives 0.49% (n = 310,000) | AID 2237;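 active = B-score above 5 SD of library B-scores, and initial fluorescence ratio not above library mean plus 5 SD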;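 also: positive B-score marks a calcium rise read as TRPC4 activation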
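Incubation: 45 min room-temperature Fluo4 loading, 110 s read / System: HEK293 cells stably co-expressing mouse TRPC4beta and mu-opioid receptor / Signal: Fluo4 fluorescence, kinetic / Control set: buffer (low) and maximal DAMGO (high) / Measure: integrated baseline-normalised fluorescence ratio, converted to per-well B score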
TRPC4 inh = inhibitors of mouse TRPC4 channel; AID 2247; B-score at 10 µM; HEK293 TRPC4beta/mu-opioid, DAMGO-evoked Fluo4 calcium flux; active compounds read low; actives 0.39% (n = 300,000);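 active = B-score over 3 SD under the library average, no early fluorescence shift, positive overall ratio signal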
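material = TRPC4beta/mu-opioid receptor HEK293 cell line | probe or stimulus = sequential submaximal and maximal DAMGO stimulation | compound dosing = one concentration per compound | measured by = Fluo4 Ca2+ flux fluorescence | evaluation = integrated fluorescence ratio relative to baseline, converted to per-well B score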
MrgX1 agonist = agonists of human MrgX1 receptor; Q96LB2; MrgX1-HEK293 cells, Fluo-4 calcium fluorescence, agonist mode; active compounds read high; B-score at 10 µM; actives 0.44% (n = 310,000);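 active = calcium response B-score plate-corrected fluorescence ratio at least 3 library SD, with starting fluorescence B-score inside 5 SD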
Target sequence (Q96LB2 whole entry, looked up): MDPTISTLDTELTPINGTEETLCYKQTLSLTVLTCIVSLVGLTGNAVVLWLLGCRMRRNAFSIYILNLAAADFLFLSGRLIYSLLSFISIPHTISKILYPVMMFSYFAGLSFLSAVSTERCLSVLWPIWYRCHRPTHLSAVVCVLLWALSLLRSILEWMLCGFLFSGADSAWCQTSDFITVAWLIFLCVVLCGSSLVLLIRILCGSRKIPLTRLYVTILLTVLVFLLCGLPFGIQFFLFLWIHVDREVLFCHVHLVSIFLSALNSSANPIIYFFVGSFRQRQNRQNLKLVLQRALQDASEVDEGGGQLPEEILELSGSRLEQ
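Test system: HEK293 cells stably expressing human MrgX1 receptor; amount: 15,000 cells per well; doses: compound delivered in addition one of three; times: overnight plating before 1 h dye loading; detection: Fluo-4 NW calcium-flux fluorescence, kinetic read; read-out basis: B-scored fluorescence response ratio; controls: positive and negative controls per plate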
ANO1 activ = activates or potentiates the mouse TMEM16A chloride channel; B-score at 10 µM; HEK293 TMEM16A/YFP-H148Q/I152L, iodide quench fluorescence; active compounds read low; actives 0.3% (n = 340,000); AID 623877;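 active = fluorescence-ratio B-score plate-corrected deviation score at least 3 library SD below zero, with starting fluorescence score within 5 deviations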;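 also: channel opened by trigger with iodide after compound preincubation; score built on the fluorescence ratio of max minus min over baseline; more negative score means more quench and so TMEM16A activation or potentiation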
TRPC4 PAM = allosteric potentiators of mouse TRPC4 channel | Q9QUQ5 | HEK293 TRPC4beta/mu-opioid, DAMGO EC20, Fluo-4 Ca2+ flux; active compounds read high | B-score at 10 µM | actives 0.42% (n = 310,000);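 active = B-score of calcium response area above 5 SD of library B-scores, with initial fluorescence ratio within 5 SD of library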;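 also: B-score of integrated fluorescence ratio over time as area under calcium response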
MrgX1 allo act = allosterically activates human MrgX1 receptor signaling | MrgX1-HEK293, Fluo-4 calcium flux, FDSS; active compounds read high | B-score at 10 µM | actives 0.63% (n = 310,000) | AID 588675 | Q96LB2;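 active = plate-corrected calcium response at least 3 library SD above typical, normal starting fluorescence, not activating the receptor alone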;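 also: compound read alongside a low EC10 to EC30 dose of BAM8-22 agonist; peak minus trough fluorescence over baseline measured at the second addition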
MrgX1 antag = blocks BAM8-22 activation of human MrgX1 receptor; MRGX1-HEK293 calcium flux, Fluo-4, BAM8-22 antagonism; active compounds read low; B-score at 10 µM; actives 1.3% (n = 310,000); AID 588676;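 active = calcium-response B-score plate-corrected more than 3 library SD below zero, starting fluorescence within 5 deviations, no agonist response on first addition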;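 also: peak minus trough fluorescence over baseline after final BAM8-22 challenge near maximal dose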
RGS4 block = inhibitors of human RGS4 | actives 0.45% (n = 310,000) | B-score at 10 µM | HEK293 M3R/RGS4 inducible, Fluo-4 calcium flux; active compounds read high; triggered by carbachol at its EC20 | P49798 | AID 463165;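 active = B-score, a plate-corrected calcium signal, over three deviations above library mean, with baseline fluorescence within five deviations of library mean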;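 also: RGS4 expression induced by doxycycline in cells with stable M3 receptor; B-score is computed from the integrated fluorescence ratio over baseline after carbachol; higher B-score means a larger calcium signal and so more RGS4 inhibition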
Target sequence (P49798 whole entry, looked up): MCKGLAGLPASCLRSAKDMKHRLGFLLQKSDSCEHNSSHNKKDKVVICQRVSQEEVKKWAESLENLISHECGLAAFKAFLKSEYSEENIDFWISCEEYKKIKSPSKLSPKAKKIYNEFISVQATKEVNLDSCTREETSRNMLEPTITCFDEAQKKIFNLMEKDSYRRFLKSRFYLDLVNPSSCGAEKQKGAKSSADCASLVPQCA
Numbers without * were called inactive; i = inactive; . = no result given.

SMILES	TRPC6 inhibitor	TRPC6 act	ANO1 block	TRPC4 act	TRPC4 inh	MrgX1 agonist	ANO1 activ	TRPC4 PAM	MrgX1 allo act	MrgX1 antag	RGS4 block
c1ccc(C2Nc3ccccc3C3OCCCC23)cc1 (stereo not given)	i	i	i	i	i	i	i	i	i	i	i
COc1ccc(C(=O)Oc2c(OC)cc(C(=S)N3CCOCC3)cc2OC)cc1OC	i	i	i	i	i	i	i	i	i	i	i
Cc1ccc(CNC(=O)c2nnc(Cc3ccc(Cl)cc3)o2)cc1	i	i	i	i	i	i	i	i	i	i	i
COc1cc(S(=O)(=O)NCc2cccnc2)ccc1F	i	i	i	i	i	i	i	i	i	i	i
CSc1ccccc1C(=O)C1CCCN(Cc2c(C)n(C)n(-c3ccccc3)c2=O)C1 (stereo not given)	i	i	i	i	i	i	i	i	i	i	i
Cc1cccc(C(=O)Oc2csc(=S)n2C(=O)c2cccc(C)c2)c1	i	i	i	i	i	i	i	i	i	i	i
COc1ccc(CCNC(=O)C2CCN(c3nn4c(=O)cc(C)nc4s3)CC2)cc1OC	i	i	i	i	i	i	i	i	i	i	i
C/C(=N\NC(N)=O)c1ccccc1	i	i	i	i	i	i	i	i	i	i	i
c1ccc2c(NC3C4CC5CC(C4)CC3C5)nc(N3CCOCC3)nc2c1 (stereo not given)	i	i	i	i	i	i	i	i	i	i	i
Cc1cc(=O)[nH]c(COc2ccccc2)n1	i	i	i	i	i	i	i	i	i	i	i
CCc1ccc2c(c1)C(NC(C)=O)C(=O)N2CCN1CCOCC1 (stereo not given)	i	i	i	i	i	i	i	i	i	-9.72*	i
COC(=O)c1c(NC(=S)Nc2ccc(F)cc2[N+](=O)[O-])sc2c1CCCCC2	i	i	i	i	i	i	i	i	8.86*	i	i

Full records, looked up by structure. Order of screens: TRPC6 inhibitor, TRPC6 act, ANO1 block, TRPC4 act, TRPC4 inh, MrgX1 agonist, ANO1 activ, TRPC4 PAM, MrgX1 allo act, MrgX1 antag, RGS4 block
Entry for `COc1cc(S(=O)(=O)NCc2cccnc2)ccc1F` = i, i, i, i, i, i, i, i, i, i, i
Entry for `c1ccc2c(NC3C4CC5CC(C4)CC3C5)nc(N3CCOCC3)nc2c1` (stereo not given) = i, i, i, i, i, i, i, i, i, i, i

Going on with the list.
SMILES	TRPC6 inhibitor	TRPC6 act	ANO1 block	TRPC4 act	TRPC4 inh	MrgX1 agonist	ANO1 activ	TRPC4 PAM	MrgX1 allo act	MrgX1 antag	RGS4 block
O=C(O)CCCCCNCc1ccncc1	i	i	i	i	i	i	i	i	i	i	i
O=C(O)c1c(NC(=O)N(CCO)Cc2ccccc2)sc2c1CCCC2	i	i	i	i	i	i	i	i	i	i	i
Cc1cccc(C)c1NC(=O)C1CCN(S(C)(=O)=O)CC1	i	i	i	i	i	i	i	i	i	i	i
C/C(=N\NC(=O)c1ccccc1[N+](=O)[O-])c1c(O)cc(C)oc1=O	i	i	i	i	i	i	i	i	i	i	i
Cc1ccc(Cn2nc(C)c(NC(=O)CSc3n[nH]c(C)c3[N+](=O)[O-])c2C)cc1	i	i	i	i	i	i	i	i	i	-5.98*	i
CCN(CC)c1ccc(SS(=O)(=O)O)cc1	i	i	i	i	i	i	i	i	i	i	i
Cc1cccc(/C=N/NC(=O)c2ccc(Br)cc2)c1	i	i	i	i	i	i	i	i	i	i	i
Cc1cccc(C(C(N)=O)c2ncc(C(F)(F)F)cc2Cl)c1 (stereo not given)	i	i	i	i	i	i	i	i	i	i	i
COc1cccc2cc(C(=O)NCc3ccccc3Br)c(=O)oc12	i	i	i	i	i	i	i	i	i	i	i
COc1cc(C(=S)N2CCOCC2)ccc1OS(=O)(=O)c1ccccc1[N+](=O)[O-]	i	i	i	i	i	i	i	i	i	i	i
O=C(OCCN1C(=O)c2cccc3c(N4CCOCC4)ccc(c23)C1=O)c1ccc(Cl)cc1	i	i	i	i	i	i	i	i	i	i	i
CN(C(=O)C1CC1)C1CCS(=O)(=O)C1 (stereo not given)	i	i	i	i	i	i	i	i	i	i	i
COCCCNC(=S)Nc1ccc2c(c1)OCCO2	i	i	i	i	i	i	i	i	i	i	i
Nc1c(Cl)ncnc1N/N=C/c1ccncc1	i	i	i	i	i	i	i	i	i	i	i
CCOC(=O)C1=C(C)NC(SC)=C(C#N)C1CC(C)C (stereo not given)	i	i	i	i	i	i	i	i	i	i	i
COc1ccccc1-n1ccnc(SCC(=O)NC2CCCC2)c1=O	i	i	i	i	i	i	i	i	i	i	i
CN(Cc1cnn(-c2ccc(F)cc2)c1)Cc1nc(Cc2ccccc2)no1	i	i	i	i	i	i	i	i	i	i	i
Cc1cnccc1CN(C)Cc1nc(Cc2ccccc2Cl)no1	i	i	i	i	i	i	i	i	i	i	i
CC(C)(C)c1cc(-c2nc(N)nc(N)n2)cc(C(C)(C)C)c1	i	i	i	i	i	i	i	i	i	i	i
CC1(C)CC(=O)C=C(NCc2ccc(C(=O)O)cc2)C1	i	i	i	i	i	i	i	i	i	i	i
Cc1nn(-c2ncc(C(F)(F)F)cc2Cl)c(=O)n1-c1ccc(F)cc1	i	i	i	i	i	i	i	i	i	i	i
CCSC1=NCCN1S(=O)(=O)c1ccc2ccccc2c1	i	i	i	i	i	i	i	i	i	i	i
COc1cccc2cc(C(=O)C3=C(O)C(=O)N(CCN4CCOCC4)C3c3cccc(Cl)c3)oc12 (stereo not given)	i	i	i	i	i	i	i	i	i	i	i
Cc1ccc(CN2CCN(Cc3cccc(-n4cccn4)c3)CC2CCO)cc1 (stereo not given)	i	i	i	i	i	i	i	i	i	i	i
O=C(Cn1cc(C(F)(F)F)ccc1=O)N/N=C/c1ccc(Cl)cc1	i	i	i	i	i	i	i	i	i	i	i
CCOC(=O)N1CCN(c2ccc(F)cc2[N+](=O)[O-])CC1	i	i	i	i	i	i	i	i	i	i	i
Cc1cc(C)n(-c2ncnc3sc4c(c23)CC(C)CC4)n1 (stereo not given)	i	i	i	i	i	i	i	i	i	i	i
COc1ccc(N2C(=O)c3cccc4c(N(C)CCO)ccc(c34)C2=O)cc1	i	i	i	i	i	i	i	i	i	i	i
Cc1cccc(C(=O)N2CC(=O)Nc3ccc(F)cc3C2c2ccc(F)cc2)c1 (stereo not given)	i	i	i	i	i	i	i	i	i	i	i
Cc1ccc(S(=O)(=O)NC(CC(=O)NCC2CCCO2)c2ccccc2)cc1 (stereo not given)	i	i	i	i	i	i	i	i	i	i	i
COc1ccc(C(=O)N[C@H](C(=O)OCC(=O)NC(=O)c2cccn2C)C(C)C)cc1	i	i	i	i	i	i	i	i	i	-4.75*	i
CC(O)/C=C/C1OC(=O)CC1Nc1ccc(C=O)cc1 (stereo not given)	i	i	i	i	i	i	i	i	i	i	i
CC(=O)NCCC(=O)Nc1nc(-c2c[nH]c3ccccc23)cs1	i	i	.	i	i	.	i	i	.	.	i
O=c1[nH]c2cccnc2n1-c1ccc([N+](=O)[O-])cc1	i	i	i	i	i	i	i	i	i	i	i
Cc1cc(=O)oc2cc(NC(=O)CN3C(=O)NC(C)(c4ccccc4)C3=O)ccc12 (stereo not given)	i	i	i	i	i	i	i	i	i	i	i
Cc1ccccc1NC(=O)Nc1c(C)n(C)n(-c2ccccc2)c1=O	i	i	i	i	i	i	i	i	i	i	i
O=C(Nc1cccc(Cl)c1)NC1CC2CCC1C2 (stereo not given)	i	i	i	i	i	i	i	i	i	i	i
Cc1ccccc1Cn1ccc(NC(=O)c2cc3nc(-c4ccco4)cc(C(F)(F)F)n3n2)n1	i	i	i	i	.	i	i	i	i	i	i
COCC1CCCN(Cc2cn(-c3ccccc3)nc2-c2ccc3c(c2)OCO3)C1 (stereo not given)	i	i	i	i	i	i	i	i	i	i	i
CC(CNC(=O)CC(C)(C)C)NC(=O)CC(C)(C)C (stereo not given)	i	i	i	i	i	i	i	i	i	i	i
O=C(Nc1ccccc1)C1=C[C@@H](c2ccc3c(c2)OCO3)C[C@@H](OCCCCO)O1	i	i	i	i	i	i	i	i	i	i	i
COc1ccc(NC(=O)C2CCN(C(=O)Cc3ccccc3)CC2)cc1OC	i	i	i	i	i	i	i	i	i	i	i
COc1ccc(S(=O)(=O)N2CCOCC2)cc1NC(=O)c1ccc(-n2nc(C)cc2C)cc1	i	i	i	i	i	i	i	i	i	i	i
C=CCNC(=S)NNC(=O)c1ccc(C)c(Cl)c1	i	i	i	i	i	i	i	i	i	i	i
CCOCCCNC(=O)c1c(C)[nH]c(C(=O)OCC)c1C	i	i	i	i	i	i	i	i	i	i	i
Cc1ccc(NC(=O)CN(C)C(=O)COC(=O)COc2ccc(C#N)cc2)cc1	i	i	i	i	i	i	i	i	i	i	i
O=C(CN1C(=O)NC(Cc2c[nH]c3ccccc23)C1=O)NCCc1ccc(F)cc1 (stereo not given)	i	i	i	i	i	i	i	i	i	i	i
CCNC(=O)c1ccccc1NC(=O)C1CC(=O)N(C(C)C)C1 (stereo not given)	i	i	i	i	i	i	i	i	i	i	i
COc1cc(/C=C2/SC(=S)N(CC(=O)Nc3nc4ccccc4s3)C2=O)cc(OC)c1OC	i	i	i	i	i	i	i	i	i	i	i
CC(=O)c1sc(Nc2ccc(C)cc2)nc1C	i	i	i	i	i	i	i	i	i	i	i
CCOc1ccc(C(=O)Nc2ccc(N3CCN(C)CC3)cc2)cc1	i	i	i	i	i	i	i	i	i	i	i
CCc1ccc(S(=O)(=O)ON2C(=O)c3ccccc3C2=O)cc1	i	i	.	i	i	.	i	i	.	.	i
CCC(C)Sc1cc(-c2nc3ccccn3c2NC2CCCCC2)ccc1OC (stereo not given)	i	i	i	i	i	i	i	i	i	i	i
COc1ccc(S(=O)(=O)NCCC(=O)NCc2ccccc2)cc1	i	i	i	i	i	i	i	i	i	i	i
CN1CCN(C(=O)CSc2nc(-c3ccco3)cc(C(F)(F)F)n2)CC1	i	i	i	i	i	i	i	i	i	i	i
N#C/C(=N\Nc1ccc(Cl)cc1)C(N)=S	i	i	100*	i	i	i	i	i	i	i	i
Cc1cc(C)n2nc(SCc3nnc(SCCCCl)o3)nc2n1	i	i	i	i	i	i	i	i	i	i	i
Cc1ccccc1CN1CCC(Oc2ccc(C(=O)NCc3ccccn3)cc2)CC1	i	i	i	i	i	i	i	i	i	i	i
